From PubChem
MrgX1 agonist: human MrgX1 receptor agonism, primary screen; B-score at 10 µM; 0.44% of 310,000 active; MrgX1-HEK293 cells, Fluo-4 calcium fluorescence, agonist mode; active compounds read high; AID 588627;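 active = calcium response B-score plate-corrected fluorescence ratio at least 3 library SD, with starting fluorescence B-score inside 5 SD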
Target sequence (Q96LB2 whole entry, looked up): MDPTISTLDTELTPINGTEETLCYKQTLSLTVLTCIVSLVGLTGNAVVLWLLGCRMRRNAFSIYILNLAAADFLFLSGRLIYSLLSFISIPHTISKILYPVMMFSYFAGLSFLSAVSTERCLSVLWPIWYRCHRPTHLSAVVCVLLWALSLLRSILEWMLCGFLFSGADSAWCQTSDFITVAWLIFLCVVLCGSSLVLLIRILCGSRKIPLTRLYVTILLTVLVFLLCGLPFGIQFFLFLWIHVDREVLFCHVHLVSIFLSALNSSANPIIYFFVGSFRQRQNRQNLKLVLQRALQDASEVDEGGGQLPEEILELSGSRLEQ
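Assay system: stable human MrgX1 HEK293 cell line. Quantity: 15,000 cells per well. Schedule: cells plated overnight, dye loaded 0.5 h 37 °C, 0.5 h room temperature. Detection: Fluo-4 NW calcium-flux fluorescence, kinetic read. Read-out basis: peak-minus-minimum fluorescence over baseline, converted to B scores. Control set: positive and negative control wells on each plate.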
MrgX1 allo act: human MrgX1 positive allosteric modulation, primary screen | 0.63% of 310,000 active | Q96LB2 | B-score at 10 µM | MrgX1-HEK293, Fluo-4 calcium flux, FDSS; active compounds read high;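 active = plate-corrected calcium response at least 3 library SD above typical, normal starting fluorescence, not activating the receptor alone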;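 also: compound read alongside a low EC10 to EC30 dose of BAM8-22 agonist; peak minus trough fluorescence over baseline measured at the second addition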
KCNQ1 block: human KCNQ1 channel inhibition. 1.3% of 310,000 active. CHO-K1 KCNQ1, FluxOR thallium flux fluorescence; active compounds read high. B-score at 10 µM. AID 2642;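 active = compounds whose thallium flux B-score, printed positive for inhibition, exceeds three library SD while starting fluorescence stays within three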;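 also: channel opened by potassium depolarization with thallium stimulus after 20 min compound exposure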
TMEM16A act: activates or potentiates the mouse TMEM16A chloride channel | AID 623877 | 0.3% of 340,000 active | B-score at 10 µM | HEK293 TMEM16A/YFP-H148Q/I152L, iodide quench fluorescence; active compounds read low;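 active = fluorescence-ratio B-score plate-corrected deviation score at least 3 library SD below zero, with starting fluorescence score within 5 deviations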;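 also: channel opened by trigger with iodide after compound preincubation; score built on the fluorescence ratio of max minus min over baseline; more negative score means more quench and so TMEM16A activation or potentiation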
hERG rescue: compounds protecting human hERG from proarrhythmic drug block | AID 1511 | activation (rescue from dofetilide block), less the hit threshold, % at 10 µM | CHO-hERG, FluxOR thallium flux, dofetilide IC70 present | 0.51% of 310,000 active;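 active = activation above the mean of controls blocked by dofetilide plus 5 SD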;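 also: thallium influx through hERG after potassium depolarization seen as dye fluorescence rise; in these data hits start at about 4.7%; inactives centre near -7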
TMEM16A inh: mouse TMEM16A channel inhibition, primary screen. Q8BHY3. HEK293 TMEM16A/YFP iodide influx fluorescence, ionomycin. normalized B-score (activity score, 25-100; higher = stronger inhibition) at 10 µM. 1.2% of 310,000 active. AID 588511;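 active = ratio plate-corrected score three or more library SD toward inhibition, starting fluorescence score within five deviations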;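 also: score derived from kinetic fluorescence span divided by baseline fluorescence per well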
RGS4 inh: inhibitors of human RGS4; HEK293 M3R/RGS4 inducible, Fluo-4 calcium flux; active compounds read high; triggered by carbachol at its EC20; B-score at 10 µM; 0.45% of 310,000 active; AID 463165;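 active = B-score, a plate-corrected calcium signal, over three deviations above library mean, with baseline fluorescence within five deviations of library mean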;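 also: RGS4 expression induced by doxycycline in cells with stable M3 receptor; B-score is computed from the integrated fluorescence ratio over baseline after carbachol; higher B-score means a larger calcium signal and so more RGS4 inhibition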
Target sequence (P49798 whole entry, looked up): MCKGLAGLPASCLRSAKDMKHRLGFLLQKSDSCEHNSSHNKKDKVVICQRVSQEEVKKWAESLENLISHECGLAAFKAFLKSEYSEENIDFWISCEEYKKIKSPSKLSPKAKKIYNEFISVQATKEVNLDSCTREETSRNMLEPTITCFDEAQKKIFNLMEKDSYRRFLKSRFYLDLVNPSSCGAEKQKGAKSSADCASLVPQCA
RGS4 act: RGS4 potentiation or activation. AID 463111. B-score at 10 µM. 0.92% of 310,000 active. HEK293 M3R/inducible RGS4, carbachol calcium flux Fluo4; active compounds read low;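 active = B-score of the integrated calcium signal more than 4 SD below the library mean, with starting fluorescence not abnormally high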;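 also: negative B-score means reduced calcium response which marks RGS4 activation or potentiation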
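test system = HEK293 cells with stable M3R and inducible RGS4 | schedule = recording 10 s baseline at 1 Hz, 100 s post-agonist | technique = Fluo4-AM (2 µM) calcium-flux fluorescence, kinetic read | measure = Agonist-evoked peak-minus-minimum fluorescence over baseline, integrated ratio, B score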
KCNQ1 act: human KCNQ1 channel potentiation or activation | B-score at 10 µM | CHO-K1 KCNQ1, thallium flux FluxOR fluorescence; active compounds read high | P51787 | 0.35% of 310,000 active;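 active = fluorescence ratio B-score, a plate-corrected score, at least three library SD, with initial intensity B-score within 5 SD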
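Test system: CHO-K1 cells stably expressing KCNQ1 / Medium: assay buffer / Also added: depolarizing K+/Tl+ stimulus, K2SO4 and Tl2SO4 each 12.5 mM in 5x stock / Incubation: 90 min dye loading and 20 min compound exposure, both at room temperature / Signal: thallium influx via FluxOR fluorescence, kinetic imaging / Evaluation: B score of baseline-normalized fluorescence ratio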
KCNK9 block: blocks the human KCNK9 two-pore domain potassium channel; Q9NPC2; HEK293 KCNK9, FluxOR thallium flux fluorescence; active compounds read low; B-score at 10 µM; 1.2% of 310,000 active; AID 488922;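 active = ratio B-score over 3 SD below the library mean, with starting fluorescence within 5 SD of its mean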;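 also: negative B-score means less thallium flux so channel inhibition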
KCNK3 inh: human KCNK3 channel inhibition, primary screen; O14649; CHO-KCNK3 thallium flux, FluxOR fluorescence; active compounds read low; B-score at 10 µM; 0.84% of 340,000 active; AID 602410;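 active = B-score under library mean minus 4 SD, starting fluorescence ratio at most library mean plus 5 SD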;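 also: more negative B-score means stronger inhibition of thallium flux through KCNK3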
Target sequence (O14649 whole entry, looked up): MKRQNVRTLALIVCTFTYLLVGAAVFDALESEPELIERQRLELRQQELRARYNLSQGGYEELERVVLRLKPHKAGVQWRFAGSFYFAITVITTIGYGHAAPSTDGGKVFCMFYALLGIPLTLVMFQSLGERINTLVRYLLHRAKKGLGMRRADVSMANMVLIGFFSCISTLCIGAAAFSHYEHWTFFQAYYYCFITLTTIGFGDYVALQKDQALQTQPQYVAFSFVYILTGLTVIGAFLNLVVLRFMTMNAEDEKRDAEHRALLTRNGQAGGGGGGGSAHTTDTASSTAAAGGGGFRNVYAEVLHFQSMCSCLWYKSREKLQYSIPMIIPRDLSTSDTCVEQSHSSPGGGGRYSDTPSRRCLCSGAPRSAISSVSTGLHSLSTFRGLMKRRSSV
An asterisk follows results filed as active; & = joins results of further samples.

For CCn1cnc2sc(C(=O)N3CCN(c4ccc(OC)cc4)CC3)c(C)c2c1=O the results were MrgX1 agonist inactive, MrgX1 allo act inactive, KCNQ1 block inactive, TMEM16A act inactive, hERG rescue -10, TMEM16A inh inactive, RGS4 inh inactive, RGS4 act inactive, KCNQ1 act inactive, KCNK9 block inactive and KCNK3 inh inactive.
CC(=O)/C=C(/C)NC(Cc1c[nH]c2ccccc12)C(=O)O (centres undefined) was read as MrgX1 agonist inactive, MrgX1 allo act inactive, KCNQ1 block inactive, TMEM16A act inactive, hERG rescue 0&-8, TMEM16A inh inactive, RGS4 inh inactive, RGS4 act inactive, KCNQ1 act inactive, KCNK9 block inactive and KCNK3 inh inactive.
For COc1ccc(OC)c(N2C(=O)CC(Cc3ccc(Cl)cc3)C2=O)c1 (centres undefined) the results were MrgX1 agonist inactive, MrgX1 allo act inactive, KCNQ1 block inactive, TMEM16A act inactive, hERG rescue -9, TMEM16A inh inactive, RGS4 inh inactive, RGS4 act inactive, KCNQ1 act inactive, KCNK9 block inactive and KCNK3 inh inactive.
For COc1ccc(NC(=O)c2ccc(CNS(=O)(=O)c3cccc(OC)c3)cc2)cc1 the results were MrgX1 agonist inactive, MrgX1 allo act inactive, KCNQ1 block inactive, TMEM16A act inactive, hERG rescue -2, TMEM16A inh inactive, RGS4 inh inactive, RGS4 act inactive, KCNQ1 act inactive, KCNK9 block inactive and KCNK3 inh inactive.
CS(=O)(=O)N(CC(=O)NCCSc1ccc(Cl)cc1)c1ccc2c(c1)OCO2 was read as MrgX1 agonist inactive, MrgX1 allo act inactive, KCNQ1 block inactive, TMEM16A act inactive, hERG rescue -7, TMEM16A inh inactive, RGS4 inh inactive, RGS4 act inactive, KCNQ1 act inactive, KCNK9 block inactive and KCNK3 inh inactive.
`CCOC(=O)c1c(-c2ccc(F)cc2)csc1NC(=O)CCN1C(=O)c2ccccc2C1=O` gave MrgX1 agonist inactive, MrgX1 allo act inactive, KCNQ1 block inactive, TMEM16A act inactive, hERG rescue -9, TMEM16A inh inactive, RGS4 inh inactive, RGS4 act inactive, KCNQ1 act inactive, KCNK9 block inactive and KCNK3 inh inactive.
`CCCCC(CC)CNC(=O)c1ccc2c(c1)OCO2` (centres undefined) gave MrgX1 agonist inactive, MrgX1 allo act inactive, KCNQ1 block inactive, TMEM16A act inactive, hERG rescue -4, TMEM16A inh inactive, RGS4 inh inactive, RGS4 act inactive, KCNQ1 act inactive, KCNK9 block inactive and KCNK3 inh inactive.
For O=C(N/N=C/c1ccc(N2CCOCC2)cc1)c1cccs1 the results were MrgX1 agonist inactive, MrgX1 allo act inactive, KCNQ1 block inactive, TMEM16A act inactive, hERG rescue 0, TMEM16A inh inactive, RGS4 inh inactive, RGS4 act inactive, KCNQ1 act inactive, KCNK9 block inactive and KCNK3 inh inactive.
For CC(=O)N(C)c1ccc(NC(=O)c2ccc([N+](=O)[O-])cc2Cl)cc1 the results were MrgX1 agonist inactive, MrgX1 allo act inactive, KCNQ1 block inactive, TMEM16A act inactive, hERG rescue -9, TMEM16A inh inactive, RGS4 inh inactive, RGS4 act inactive, KCNQ1 act inactive, KCNK9 block inactive and KCNK3 inh inactive.
Nc1nnnn1N=C1CCCCC1 was read as MrgX1 agonist inactive, MrgX1 allo act inactive, KCNQ1 block inactive, TMEM16A act inactive, hERG rescue -8, TMEM16A inh inactive, RGS4 inh inactive, RGS4 act inactive, KCNQ1 act inactive, KCNK9 block inactive and KCNK3 inh inactive.
`NNC(=O)c1nn(-c2ccccc2)cc1O` gave MrgX1 agonist inactive, MrgX1 allo act inactive, KCNQ1 block inactive, hERG rescue -6, TMEM16A inh inactive, RGS4 inh inactive, RGS4 act inactive, KCNQ1 act inactive and KCNK9 block inactive.
For Cn1nc(C(=O)NCc2ccccn2)c2ccccc2c1=O the results were MrgX1 agonist inactive, MrgX1 allo act inactive, KCNQ1 block inactive, TMEM16A act inactive, hERG rescue -14, TMEM16A inh inactive, RGS4 inh inactive, RGS4 act inactive, KCNQ1 act inactive, KCNK9 block inactive and KCNK3 inh inactive.
For CC(Sc1nncs1)C(=O)Nc1ccc(Cl)cn1 (centres undefined) the results were MrgX1 agonist inactive, MrgX1 allo act inactive, KCNQ1 block inactive, TMEM16A act inactive, hERG rescue -7, TMEM16A inh inactive, RGS4 inh inactive, RGS4 act inactive, KCNQ1 act inactive, KCNK9 block inactive and KCNK3 inh inactive.
Screening COc1cccc(NC(=O)C(=O)c2cn(CC(=O)N3CCOCC3)c3ccccc23)c1 returned MrgX1 agonist inactive, MrgX1 allo act inactive, KCNQ1 block inactive, TMEM16A act inactive, hERG rescue -12, TMEM16A inh inactive, RGS4 inh inactive, RGS4 act inactive, KCNQ1 act inactive, KCNK9 block inactive and KCNK3 inh inactive.
`COc1ccccc1N(CN1CCCC1=O)C(=O)c1c(F)cccc1F` gave MrgX1 agonist inactive, MrgX1 allo act inactive, KCNQ1 block inactive, TMEM16A act inactive, hERG rescue -10, TMEM16A inh inactive, RGS4 inh inactive, RGS4 act inactive, KCNQ1 act inactive, KCNK9 block inactive and KCNK3 inh inactive.
For O=[N+]([O-])c1cccc(Cl)c1N1CCOCC1 the results were MrgX1 agonist inactive, MrgX1 allo act inactive, KCNQ1 block inactive, TMEM16A act inactive, hERG rescue -10, TMEM16A inh inactive, RGS4 inh inactive, RGS4 act inactive, KCNQ1 act inactive, KCNK9 block inactive and KCNK3 inh inactive.
COc1cc(C2C(C#N)=C(C)NC3=C2C(=O)c2ccccc23)cc(OC)c1OC (centres undefined) was read as MrgX1 agonist inactive, MrgX1 allo act inactive, TMEM16A act inactive, TMEM16A inh inactive and KCNK3 inh inactive.
Screening CCS(=O)(=O)N1CCC2(CC1)OCCN2S(=O)(=O)c1ccc(OC)cc1 returned KCNQ1 block inactive, TMEM16A act inactive, hERG rescue -7, RGS4 inh inactive, RGS4 act inactive, KCNQ1 act inactive, KCNK9 block inactive and KCNK3 inh inactive.
`COCCCNC(=O)CNC(=O)c1nn(-c2ccc(OC)cc2)c(=O)c2ccccc12` gave MrgX1 agonist inactive, MrgX1 allo act inactive, KCNQ1 block inactive, TMEM16A act inactive, hERG rescue -5, TMEM16A inh inactive, RGS4 inh inactive, RGS4 act inactive, KCNQ1 act inactive, KCNK9 block inactive and KCNK3 inh inactive.
O=C(O)c1c2c(nc3ccc(Cl)cc13)CCC2 was read as MrgX1 agonist inactive, MrgX1 allo act inactive, KCNQ1 block inactive, TMEM16A act inactive, hERG rescue -4, TMEM16A inh inactive, RGS4 inh inactive, RGS4 act inactive, KCNQ1 act inactive, KCNK9 block inactive and KCNK3 inh inactive.
`Cc1ccc(-c2ccc(/C=N/n3cnnc3)o2)cc1Cl` gave MrgX1 agonist inactive, MrgX1 allo act inactive, KCNQ1 block inactive, TMEM16A act inactive, hERG rescue 2, TMEM16A inh inactive, RGS4 inh inactive, RGS4 act inactive, KCNQ1 act inactive, KCNK9 block inactive and KCNK3 inh inactive.
Clc1ccc(-c2cc(CN3CCCCC3)no2)cc1Cl was read as MrgX1 agonist inactive, MrgX1 allo act inactive, KCNQ1 block inactive, TMEM16A act inactive, hERG rescue -7, TMEM16A inh inactive, RGS4 inh inactive, RGS4 act inactive, KCNQ1 act inactive, KCNK9 block inactive and KCNK3 inh inactive.
Screening Cc1cccc(OCC(=O)Nc2ccc3c(C)cc(=O)oc3c2)c1 returned MrgX1 agonist inactive, MrgX1 allo act inactive, KCNQ1 block inactive, TMEM16A act inactive, hERG rescue -6, TMEM16A inh inactive, RGS4 inh inactive, RGS4 act inactive, KCNQ1 act inactive, KCNK9 block inactive and KCNK3 inh inactive.
Screening CC(O)CNc1nc2c(c(=O)n(C)c(=O)n2C)n1Cc1cccc(Br)c1 (centres undefined) returned MrgX1 agonist inactive, MrgX1 allo act inactive, KCNQ1 block inactive, TMEM16A act inactive, hERG rescue -9, TMEM16A inh inactive, RGS4 inh inactive, RGS4 act inactive, KCNQ1 act inactive, KCNK9 block inactive and KCNK3 inh inactive.
Screening COc1ccc(OC)c(S(=O)(=O)N2CCN(C(=O)CCc3ccccc3)CC2)c1 returned MrgX1 agonist inactive, MrgX1 allo act inactive, KCNQ1 block inactive, TMEM16A act inactive, hERG rescue -10, TMEM16A inh inactive, RGS4 inh inactive, RGS4 act inactive, KCNQ1 act inactive, KCNK9 block inactive and KCNK3 inh inactive.
`CN1CCN(S(=O)(=O)c2cccc(C(=O)Oc3ccc(C(C)(C)C)cc3)c2)CC1` gave MrgX1 agonist inactive, MrgX1 allo act inactive, KCNQ1 block inactive, TMEM16A act inactive, hERG rescue -13, TMEM16A inh inactive, RGS4 inh inactive, RGS4 act inactive, KCNQ1 act inactive, KCNK9 block inactive and KCNK3 inh inactive.
`CCCCCCC#Cc1cncc(C(=O)NNC(=O)Nc2cc(Cl)cc(Cl)c2)c1` gave MrgX1 agonist inactive, MrgX1 allo act inactive, KCNQ1 block inactive, TMEM16A act inactive, hERG rescue 0, TMEM16A inh inactive, RGS4 inh inactive, RGS4 act inactive, KCNQ1 act inactive, KCNK9 block inactive and KCNK3 inh inactive.
Screening Cc1ccccc1NC(=O)c1cccc(N2C(=O)C3C4CC(C(Br)C4Br)C3C2=O)c1 (centres undefined) returned MrgX1 agonist inactive, MrgX1 allo act inactive, KCNQ1 block inactive, TMEM16A act inactive, hERG rescue -7, TMEM16A inh inactive, RGS4 inh inactive, RGS4 act inactive, KCNQ1 act inactive, KCNK9 block inactive and KCNK3 inh inactive.
Screening O=C(Nc1ccc([N+](=O)[O-])cc1)Nc1ccc(OC(F)F)c(Cl)c1 returned MrgX1 agonist inactive, MrgX1 allo act inactive, TMEM16A act inactive, TMEM16A inh inactive and KCNK3 inh inactive.
For CCOC(=O)N1CCC(Nc2c(-c3ccc(C)cc3)c(=O)c2=O)CC1 the results were MrgX1 agonist inactive, MrgX1 allo act inactive, KCNQ1 block inactive, TMEM16A act inactive, hERG rescue -14, TMEM16A inh inactive, RGS4 inh inactive, RGS4 act inactive, KCNQ1 act inactive, KCNK9 block inactive and KCNK3 inh inactive.
Cc1ncsc1CCOC(=O)C12CC3CC(CC(C3)C1)C2 was read as MrgX1 agonist inactive, MrgX1 allo act inactive, KCNQ1 block inactive, TMEM16A act inactive, hERG rescue -7, TMEM16A inh inactive, RGS4 inh inactive, RGS4 act inactive, KCNQ1 act inactive, KCNK9 block inactive and KCNK3 inh inactive.
